# Source: PubChem BioAssay
# APJ agonist: agonists of human APJ apelin receptor; P35414; CHO-K1 APJ PathHunter beta-arrestin, luminescence; 0% DMSO wells, 100% apelin; activation, % at 20 µM; 330,000 tested, 0.11% active; AID 2520;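 active means activation more than six SD over the plate average, tested at 20 µM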;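 further: 0% = DMSO alone and 100% = apelin-13 at 10 nM; some results filed as inactive read as strong as hits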
# Target sequence (P35414 whole entry, looked up): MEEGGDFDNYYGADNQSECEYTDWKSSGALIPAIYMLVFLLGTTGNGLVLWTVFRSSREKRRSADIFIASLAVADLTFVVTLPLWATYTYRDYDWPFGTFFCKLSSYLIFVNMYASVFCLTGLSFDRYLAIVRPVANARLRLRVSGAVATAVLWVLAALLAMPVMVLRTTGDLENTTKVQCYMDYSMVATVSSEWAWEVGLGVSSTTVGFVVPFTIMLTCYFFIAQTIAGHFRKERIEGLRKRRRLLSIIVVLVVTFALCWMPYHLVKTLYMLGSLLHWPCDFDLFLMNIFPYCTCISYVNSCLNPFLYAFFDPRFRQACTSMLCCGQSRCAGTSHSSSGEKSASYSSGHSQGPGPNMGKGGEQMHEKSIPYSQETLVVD
#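 Test system – PathHunter CHO-K1 APJ (AGTRL-1) beta-arrestin reporter cells · Input – 1000 cells/well · Compound – single test compound dose, 20 µM final, 1% DMSO · Times – compound stimulation 90 min at 25 °C, detection 60 min · Technique – beta-gal luminescence · Read-out basis – APJ–arrestin association signal · Control set – negative DMSO alone, positive Apelin-13 at 10 nM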
# tim23-1 inh: tim23-1 yeast growth inhibition; S. cerevisiae tim23-1 growth, BacTiter-Glo luminescence, 24 h; inhibition, % at 20 µM; 330,000 tested, 1.3% active;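 active means growth inhibition of the mutant yeast at or above 50%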;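 further: temperature-sensitive mutant grown at 25 °C; plate controls were DMSO-treated mutant yeast for no effect and medium wells lacking yeast for full effect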
# 697 NFkB inh: inhibitors of the PMA/ionomycin-induced NF-kB reporter in 697 B cells | 697 B-cell NF-kB luciferase reporter, 16 h | inhibition, % at 4 µM | 330,000 tested, 0.33% active | AID 435022; in the data active means inhibition above about 35%
# UPR CHOP act: activators of apoptotic arm of unfolded protein response (CHOP); CHO-CHOP luciferase reporter, UPR activation, luminescence; percent of tunicamycin response over DMSO baseline; activation, % at 10 µM; 330,000 tested, 0.34% active; AID 449763;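 active means at 10 µM dose, activation of 40% or more, normalized to positive control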;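 further: 100% = tunicamycin at 10 µg/mL and 0% = DMSO alone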
#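 Assay system: CHO-CHOP cells, stable luciferase reporter of PERK-eIF2a-CHOP signalling / Buffer or medium: F12 plus 10% serum / Compound dosing: one dose, 10 µM in 0.5% DMSO / Times: 6 h compound treatment, 37 °C / Technique: luciferase luminescence / Read-out: % reporter activation, DMSO baseline versus tunicamycin full activation / Benchmarks: tunicamycin and DMSO controls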
# XBP1 UPR activ: adaptive UPR (XBP1) activation. AID 463104. activation, % at 20 µM. CHO-XBP1 luciferase reporter, IRE1-XBP1 UPR activation, luminescence; percent of tunicamycin response, DMSO as zero. 330,000 tested, 0.33% active;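 active means versus positive control, 20 µM dose yields 30% or more activation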;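 further: 100% = tunicamycin at 10 µg/mL and 0% = DMSO only wells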
#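 Material: CHO cell line with stable XBP1 luciferase reporter; buffer or medium: F12 medium containing 10% fetal bovine serum; compound: single point, 20 µM final compound, 1% DMSO; incubation: 6 h treatment, 37 °C; measured by: glow luminescence from Steady-Glo reagent; evaluation: activation, % of tunicamycin; control set: tunicamycin high, DMSO low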
# Jurkat NFkB inh: inhibitors of the PMA/ionomycin-induced NF-kB reporter in Jurkat cells. PMA/ionomycin-induced NF-kB luciferase reporter, luminescence. inhibition, % at 4 µM. 330,000 tested, 0.53% active. AID 435003; in the data active means inhibition above about 50%
# APJ antagonist: APJ receptor antagonism | P35414 | CHO-K1 APJ beta-arrestin complementation, luminescence | AID 2521 | inhibition, % at 20 µM | 330,000 tested, 0.32% active;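 active means inhibition above about 40% at 20 µM, limit read from the data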;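 further: cells challenged with 10 nM apelin-13 agonist together with compound; plate controls were apelin-13 plus DMSO wells for no effect and DMSO wells lacking apelin-13 for full effect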
# Mdm2 MdmX PPI: human Mdm2/MdmX binding inhibition. O15151+Q00987. SaOS-2 split-luciferase Mdm2/MdmX complementation, luminescence. inhibition, % at 8 µM. 330,000 tested, 3% active. AID 485346;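 active means inhibition of at least 50% at 8 µM in the primary screen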
# The depositor's hits bear a star.
SMILES,APJ agonist,tim23-1 inh,697 NFkB inh,UPR CHOP act,XBP1 UPR activ,Jurkat NFkB inh,APJ antagonist,Mdm2 MdmX PPI
CC1CCN(CC(=O)c2ccc3c(c2)OCCO3)CC1,0,3,-15,0.8,-3,-107,16,9
CSc1ccccc1C(=O)C1CCCN(Cc2ccccn2)C1 (configuration not stated),-5,2,8,1.0,0,17,12,-10
N=C1c2ccccc2CN1NC(=O)c1ccc(Br)o1,-3,-2,-15,3.0,1,-2,7,-13
O=C1NC(=O)N(Cc2ccccc2)C(=O)/C1=C/N1CCCc2ccccc21,-2,5,-20,-0.5,6,-1,10,17
COC(=O)C1=C(c2ccc(OC)c(OC)c2)C[C@@H]2CC[C@H]1N2C(=O)NCCOc1ccc(OC)cc1,-5,3,9,-1.1,0,-6,-5,-9
CN1CCN(c2nc(N)cc(=O)[nH]2)CC1,-3,18,-1,0.4,-2,-19,2,8
COc1ccccc1Oc1c(C)oc2cc(OC(=O)N(C)C)ccc2c1=O,0,12,-6,-1.3,-5,-6,11,-24
CN(C)C1(c2nnnn2-c2ccc(Cl)cc2)CCCCC1,-4,26,-20,-2.3,-2,-18,6,13
O=C(CN1C(=O)COc2ccccc21)N1CCC2(CC1)OCCO2,-4,0,20,3.1,0,5,3,14
CCOP(=O)(C(NC(=O)c1ccccc1Cl)=C(Cl)Cl)c1ccccc1 (configuration not stated),3,11,-28,-5.0,-1,-7,1,10
CC(C)OC(=O)c1c(N)n(CC2CCCO2)c2nc3ccccc3nc12 (configuration not stated),-7,22,17,0.3,-1,-2,25,-6
O=c1[nH]c(=O)n(-c2cccc(Cl)c2)c(O)c1C=NCCN1CCCCC1,-2,-7,9,-1.5,-4,-7,23,-10
Cn1c(O)c(C=NCCN2CCN(C(=O)c3ccccc3)CC2)c(=O)n(C)c1=O,-2,-8,4,1.3,2,-16,-3,22
NP(=O)(OCCCc1ccccc1)c1ccccc1 (configuration not stated),8,13,14,1.5,-1,7,20,22
COC(=O)C1=C(c2cccc(OC)c2OC)C[C@@H]2CC[C@H]1N2C(=O)NC1CC1,8,14,-1,0.2,0,6,-22,3
O=C(Nc1ccccc1)c1c(O)c2c(n(Cc3ccco3)c1=O)CCCC2,-2,-3,-28,0.2,0,-25,-10,22
O=c1[nH]c(=S)n(C2CC2)c(O)c1C=Nc1cccc(C(F)(F)F)c1,2,11,6,46*,23,16,-3,23
CN(C)CCSC1c2ccccc2CSc2ccccc21 (configuration not stated),-7,11,1,1.5,0,-15,-17,15
c1ccc(CC(NCc2ccco2)c2ccccc2)cc1 (configuration not stated),-4,7,-3,-1.9,0,-12,22,2
O=c1c2ccccc2nc(-c2ccoc2)n1-c1ccccc1,-4,16,17,0.8,-1,-7,23,18
CCOc1cc(CN2CCN(C(=O)Cc3ccccc3)CC2)ccc1OC,5,10,-7,0.1,-7,-6,-21,17
CC(C)C(C)(NC(=O)c1cccn(Cc2ccc3c(c2)OC(F)(F)O3)c1=O)C(N)=O (configuration not stated),0,15,-3,0.6,0,2,-4,9
O=C1c2cccc3cccc(c23)C(=O)N1/N=C/c1c(O)n(-c2ccccc2)c(=O)[nH]c1=O,0,2,5,-0.9,-3,-10,-3,10
COc1ccc2[nH]cc(C3=CCNCC3)c2c1,2,6,3,0.1,-9,14,-8,43

# The closing four compounds of the section before are carried over, then new ones follow.
SMILES,APJ agonist,tim23-1 inh,697 NFkB inh,UPR CHOP act,XBP1 UPR activ,Jurkat NFkB inh,APJ antagonist,Mdm2 MdmX PPI
CCOc1cc(CN2CCN(C(=O)Cc3ccccc3)CC2)ccc1OC,5,10,-7,0.1,-7,-6,-21,17
CC(C)C(C)(NC(=O)c1cccn(Cc2ccc3c(c2)OC(F)(F)O3)c1=O)C(N)=O (configuration not stated),0,15,-3,0.6,0,2,-4,9
O=C1c2cccc3cccc(c23)C(=O)N1/N=C/c1c(O)n(-c2ccccc2)c(=O)[nH]c1=O,0,2,5,-0.9,-3,-10,-3,10
COc1ccc2[nH]cc(C3=CCNCC3)c2c1,2,6,3,0.1,-9,14,-8,43
CCc1nn(CC(=O)N2CCC3(CC2)OCCO3)c(=O)c2cccn12,1,-14,-15,-0.1,-3,3,13,6
Fc1ccc2c(c1)nnn2C1CCN(Cc2nnnn2C2CCCCC2)CC1,2,17,-28,0.8,1,12,7,-5
COc1ccc(CNCCc2cccc(F)c2)c2ccccc12,1,4,-24,0.9,-2,-18,-20,42
COC(=O)C(c1ccccc1)N1CCCCCC1 (configuration not stated),2,1,1,-0.6,0,17,10,4
Cc1cccc(N2C(=O)CC(=O)NC2=O)c1,5,16,-1,1.8,-1,-8,-13,-15
COc1cc2c3cc1Oc1c(OC)c(OC)cc4c1[C@H](Cc1ccc(cc1)Oc1cc(ccc1O)C[C@H]3N(C)CC2)N(C)CC4,-5,-7,-3,2.6,1,14,33,97*
CN1CCc2nc(SCc3cccc(Br)c3)c(C#N)cc2C1,0,14,8,2.5,2,10,9,7
CCOc1cc(CNCCc2ccccc2F)ccc1OC,-3,3,4,-0.8,0,3,10,-16
N#CC1(c2ccccc2)CCN(C2CC(=O)N(c3ccc4c(c3)OCO4)C2=O)CC1 (configuration not stated),-2,3,-10,1.7,2,2,-3,1
N=C1c2ccccc2CN1c1cccc([N+](=O)[O-])c1,-3,0,2,-0.8,0,-10,-5,-4
CN1CCN(c2nc3ccccc3o2)CC1,-5,-4,26,2.6,0,3,-11,-2
Nc1cc(Cl)cc(Cl)c1,0,9,31,0.9,-3,4,10,14
CCCCc1ccc(NC2=NCCCS2)cc1,-1,4,-16,0.2,-7,-9,-5,-1
COc1ccccc1N1CCN(Cc2ccccc2Cl)CC1,-5,8,13,0.4,2,15,7,17
CCOC(=O)CNC(=S)N1CC2C[C@@H](C1)Cn1c2cccc1=O,-3,3,16,1.6,-2,-9,-5,4
CCCCC(=O)N/N=C/c1c(O)n(CCC2=CCCCC2)c(=O)[nH]c1=O,1,-3,-10,0.3,-6,-18,-11,50*
CC(=O)O[C@@H]1/C=C/[C@](C)(O)C[C@@H](C)C/C=C/[C@H]2[C@H](O)[C@@](C)(O)[C@@H](C)[C@H]3[C@H](Cc4ccccc4)NC(=O)[C@@]312,-2,11,18,1.2,1,0,-9,-24
CCCCCCCSc1cc(OC)c(CCNC)cc1OC,-2,-4,-17,-2.3,6,28,-18,53*
C[N+](C)(N)CCOC(=O)C(O)(c1ccccc1)C1CCCCC1 (configuration not stated),0,-6,13,0.9,-3,6,-5,-1
C(=NC12CN3CN(CN(C3)C1)C2)c1cccs1,3,-17,-1,-0.6,-1,-12,-14,-2
CCOc1cc2c(cc1OCC)-n1cccc1C(c1cccc([N+](=O)[O-])c1)NC2 (configuration not stated),0,19,-11,-0.5,-6,-11,13,7
CC(C)=CCOc1c2occc2cc2ccc(=O)oc12,0,33,-19,-3.2,1,-9,8,4
CCN(CC)C(=O)c1ccc(NC(=O)Cn2nc(C)c3ccccc3c2=O)cc1,-1,7,-11,0.3,-1,0,15,-15
Cc1ccc2c(c1)N(N=O)CCC2,-2,-5,18,0.2,2,23,12,9

# Quoted from above for reference:
SMILES,APJ agonist,tim23-1 inh,697 NFkB inh,UPR CHOP act,XBP1 UPR activ,Jurkat NFkB inh,APJ antagonist,Mdm2 MdmX PPI
CCCCCCCSc1cc(OC)c(CCNC)cc1OC,-2,-4,-17,-2.3,6,28,-18,53*
C[N+](C)(N)CCOC(=O)C(O)(c1ccccc1)C1CCCCC1 (configuration not stated),0,-6,13,0.9,-3,6,-5,-1
C(=NC12CN3CN(CN(C3)C1)C2)c1cccs1,3,-17,-1,-0.6,-1,-12,-14,-2
CCOc1cc2c(cc1OCC)-n1cccc1C(c1cccc([N+](=O)[O-])c1)NC2 (configuration not stated),0,19,-11,-0.5,-6,-11,13,7
CC(C)=CCOc1c2occc2cc2ccc(=O)oc12,0,33,-19,-3.2,1,-9,8,4
CCN(CC)C(=O)c1ccc(NC(=O)Cn2nc(C)c3ccccc3c2=O)cc1,-1,7,-11,0.3,-1,0,15,-15
Cc1ccc2c(c1)N(N=O)CCC2,-2,-5,18,0.2,2,23,12,9

# Further entries.
SMILES,APJ agonist,tim23-1 inh,697 NFkB inh,UPR CHOP act,XBP1 UPR activ,Jurkat NFkB inh,APJ antagonist,Mdm2 MdmX PPI
CNCC1(c2ccccc2)CCCC1,-2,16,-11,-0.7,2,-6,-4,-5
COC(=O)C1C=C2c3cccc4[nH]cc(c34)CC2N(C)C1 (configuration not stated),5,6,-1,-1.1,2,-15,-20,15
NC(=O)c1cc(N2CC2)c([N+](=O)[O-])cc1[N+](=O)[O-],9,-7,16,-1.1,-2,11,-14,-1
CC(CO)(CO)N=Cc1c(O)n(-c2cccc3ccccc23)c(=O)[nH]c1=O,-3,3,-4,-0.2,0,15,2,-7
CCCCn1c(O)c(C(CC)=Nc2ccc(C(=O)O)cc2)c(=O)[nH]c1=O,2,1,-1,-2.5,-3,-5,1,-8
CCN(CC)c1ccc(C=C2C(=O)N(C)C(=S)N(C)C2=O)o1,-3,15,-23,1.9,3,-21,26,-18
CSc1ccc(CNC2CN3CCC2CC3)cc1 (configuration not stated),2,4,8,-0.1,-4,-16,1,9
C/C(=N\N(C)c1ccccc1)c1c(O)[nH]c(=O)[nH]c1=O,-1,17,24,0.6,2,12,14,11
O=C1NC(=S)N(c2ccccc2)C(=O)C1C(c1ccncc1)C1C(=O)NC(=S)N(c2ccccc2)C1=O (configuration not stated),-1,-7,7,-0.5,-2,4,6,14
COC(=O)C1=C(c2ccc(OC)c(OC)c2)C[C@@H]2CC[C@H]1N2C(=O)NCc1cc(C)oc1C(F)(F)F,-2,6,5,2.1,-3,-5,-6,10
Brc1ccc(-[n+]2c(-c3ccccc3)cc(-c3ccccc3)cc2-c2ccccc2)cc1,-4,36,-37,13,5,41,6,87*
CC1(C)CC(n2[nH]c(=O)c3c2NC(=O)CSC3c2ccccc2)CCO1 (configuration not stated),-4,-4,4,-1.5,-5,-4,12,1
COc1ccc(CN2CCN(C(=O)Cc3ccccc3)CC2)c(OC)c1,0,22,-4,-1.3,-6,-10,-6,-38
COc1ccc(O)c(CN2CCCC(C(=O)c3sccc3C)C2)c1 (configuration not stated),-3,7,9,1.3,-2,-7,-12,-11
COc1ccc(-n2c(-c3ccccc3Br)nc3ccccc3c2=O)cc1,-4,34,7,1.2,-5,-1,17,2
CCCCN1C(=O)NC(=O)C2(Cc3ccccc3N3CCOCC32)C1=O (configuration not stated),-6,6,6,-1.8,-1,10,11,5
CN1C(=O)C(Cc2cccc3ccccc23)C(=O)N(C)C1=O,0,14,12,2.8,0,13,-24,5
CCCCCSc1cc(OC)c(CCN(C)C)cc1OC,-1,-13,9,-0.6,0,-13,-3,21
CCc1ccc(NC2=NCCCS2)cc1,1,5,12,2.8,0,-14,23,16
CC(C)OC(=O)C1C2c3ccccc3C(c3ccccc32)C1C(=O)O (configuration not stated),-2,11,15,-0.3,-2,-7,0,8
COc1ccc(OCC(=O)N2CCCC(N3CCN(c4ccccc4C)CC3)C2)cc1 (configuration not stated),-6,26,3,1.7,-2,-4,4,7
OCC[N+]12CCC(CC1)C(C(O)(c1ccccc1)c1ccccc1)C2 (configuration not stated),1,-13,7,1.6,-3,1,2,3

# This is a subset (hit frequency here may not be typical).
